SMARCA2 act: SMARCA2 function activation, primary screen; actives 1% (n = 370,000); AID 652017; MG213 cells, MMTV-luciferase reporter, dexamethasone, overnight; activation, % at 9.1 µM; in the data active = activation above about 7.8%;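 note: 0% = vehicle wells and 100% = reference activator wells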
ssDAF12 agonist: S. stercoralis DAF-12 activation, primary screen; HEK293 ssDAF-12/GRIP1 lit1-tk-luc reporter, luminescence; % of 3 µM dafachronic acid response; activation, % at 6.8 µM; actives 1% (n = 370,000);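 active = activation above the mean over all tested compounds plus 3 SD, cut at about 0.9% in these data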;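 note: 0% = DMSO-only wells and 100% = 3 µM delta7-dafachronic acid wells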
NPR2 activator: GC-B (human) receptor activation; actives 0.11% (n = 370,000); HEK293-GC-B cells, CNP EC30, cGMP TR-FRET; 0% at EC30 CNP, 100% saturating CNP; AID 1920062; activation, % at 10 µM; P20594;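 active = activation at 10 µM reaching about 35% in either raw or pattern-adjusted values, limit read from the data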
ADAM10 inh: inhibitors of human ADAM10. recombinant ADAM10, EDANS/DABCYL FRET peptide cleavage, 3 h. actives 0.62% (n = 370,000). inhibition, % at 7 µM. AID 720582. O14672;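 active = inhibition above a per-campaign cutoff equal to the mean of compounds falling between control-based bounds plus 3 SD, cut at about 20% in these data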;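 note: 0% = DMSO wells while the 100% control is not disclosed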
hgDAF12 agonist: activates the H. glycines DAF-12 receptor ligand-binding domain; AID 687014; activation, % at 6.8 µM; actives 1.8% (n = 370,000); HEK293 GAL4-hgDAF12 UAS-luciferase reporter, agonist luminescence; normalized to butyrate control;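 active = activation above a cutoff set at the mean of all screened compounds plus 3 SD, cut at about 10% in these data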;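 note: 0% = DMSO wells and 100% = sodium butyrate wells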
GAA850 FXN act: activators of GAA850 frataxin (FXN) promoter. HEK293 lucGAA850 FXN promoter luciferase reporter, 24 h; percent of 10 µM SAHA response. actives 0.56% (n = 360,000). activation, % at 6 µM;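 active = activation above the average of all compounds screened plus 3 SD, cutoff fixed separately per campaign, cut at about 7.5% in these data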;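 note: 0% = DMSO wells and 100% = 10 µM SAHA wells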
DAX1 inh-1: DAX1 (NR0B1) inhibition, primary screen; HEK293T StAR-luciferase reporter, SF-1/DAX-1 repression relief; inhibition, % at 6.8 µM; actives 1.1% (n = 370,000); AID 652010;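 active = inhibition above the mean over all tested compounds plus 3 SD, cut at about 3.6% in these data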;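 note: 0% = DAX-1 cells with DMSO and 100% = cells lacking DAX-1 with DMSO; higher inhibition means more luminescence from relief of DAX-1 repression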
DAX1 inh-2: inhibits human nuclear receptor DAX1; inhibition, % at 6.75 µM; P51843; AID 504766; HEK293 Gal4-DAX1 luciferase reporter, luminescence; actives 0.99% (n = 340,000);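 active = inhibition above the mean over all tested compounds plus 3 SD, cut at about 4.2% in these data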;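 note: 0% = DAX1-transfected cells with DMSO and 100% = empty-vector control cells with DMSO; inhibition shows as a rise in luminescence from relieved DAX1 repression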
hcDAF12 agonist: activates DAF-12 receptor from parasite H. contortus. HEK293 hcDAF-12 lit1-tk-luc reporter, luminescence; 0% DMSO, 100% Δ7-dafachronic acid. actives 1.4% (n = 370,000). AID 652067. activation, % at 6.8 µM;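 active = activation above the mean of all tested compounds plus 3 SD, cut at about 5.5% in these data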;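 note: 100% = response to 3 µM Δ7-dafachronic acid high control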
sPLA2-III inh: Inhibits HGIII-sPLA2 liposome hydrolysis, primary screen; Q9NZ20; QFRET BODIPY PC-A2 liposome hydrolysis, fluorescence; inhibition, % at 12.2 µM; actives 0.56% (n = 370,000);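 active = inhibition above mean plus 3 SD of compounds lying within the high and low control bounds, cut at about 19% in these data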;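 note: 0% = median of test compound wells and 100% = no enzyme DMSO wells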
GC-A act: GC-A (human) enzyme activation; P16066; HEK293 GC-A cells, cGMP TR-FRET, EC30 ANP; 0% at EC30 ANP, 100% saturating ANP; activation, % at 10 µM; actives 0.14% (n = 370,000); AID 1671463; in the data active = activation above about 40%
Target sequence (P16066 whole entry, looked up): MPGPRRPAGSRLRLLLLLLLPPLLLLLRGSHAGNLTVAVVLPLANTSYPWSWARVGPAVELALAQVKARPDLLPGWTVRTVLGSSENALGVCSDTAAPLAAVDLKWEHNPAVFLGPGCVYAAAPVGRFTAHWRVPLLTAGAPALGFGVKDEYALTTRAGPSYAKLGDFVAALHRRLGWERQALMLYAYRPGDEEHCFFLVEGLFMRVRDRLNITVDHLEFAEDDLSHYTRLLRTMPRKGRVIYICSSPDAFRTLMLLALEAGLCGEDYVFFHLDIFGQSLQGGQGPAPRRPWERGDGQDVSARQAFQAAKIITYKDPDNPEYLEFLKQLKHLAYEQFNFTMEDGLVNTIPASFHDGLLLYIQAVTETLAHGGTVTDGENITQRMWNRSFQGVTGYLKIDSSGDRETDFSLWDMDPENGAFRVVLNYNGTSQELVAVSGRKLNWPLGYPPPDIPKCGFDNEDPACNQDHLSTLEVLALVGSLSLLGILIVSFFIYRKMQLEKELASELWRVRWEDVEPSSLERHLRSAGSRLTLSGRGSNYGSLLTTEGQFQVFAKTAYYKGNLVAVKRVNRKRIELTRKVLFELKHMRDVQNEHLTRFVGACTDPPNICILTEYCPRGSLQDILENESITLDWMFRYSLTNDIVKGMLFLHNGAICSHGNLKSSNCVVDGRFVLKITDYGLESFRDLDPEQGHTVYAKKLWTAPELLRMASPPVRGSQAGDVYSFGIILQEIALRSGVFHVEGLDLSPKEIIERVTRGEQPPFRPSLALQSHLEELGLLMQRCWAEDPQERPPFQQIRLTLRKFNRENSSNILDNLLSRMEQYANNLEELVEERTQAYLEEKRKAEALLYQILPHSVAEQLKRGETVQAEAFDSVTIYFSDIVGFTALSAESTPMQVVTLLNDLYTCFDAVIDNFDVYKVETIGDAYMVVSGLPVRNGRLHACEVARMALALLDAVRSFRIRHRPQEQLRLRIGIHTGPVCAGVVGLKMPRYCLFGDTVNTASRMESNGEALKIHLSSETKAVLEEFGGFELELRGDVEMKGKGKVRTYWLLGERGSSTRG
* marks the source's active call; other numbers are inactive results; . = no result given. Outcome played no part in choosing rows (roughly 6.6% active in at least one column).

SMILES	SMARCA2 act	ssDAF12 agonist	NPR2 activator	ADAM10 inh	hgDAF12 agonist	GAA850 FXN act	DAX1 inh-1	DAX1 inh-2	hcDAF12 agonist	sPLA2-III inh	GC-A act
Cc1nn(CC(=O)NCc2ccc(Cl)cc2)c(C)c1[N+](=O)[O-]	-3	-0.5	-3	0	1.6	1.8	-0.2	0.1	-0.8	1	-2
O=C(c1cccc(N2C(=O)C3C4C=CC(C4)C3C2=O)c1)N1CCN(c2ccccc2F)CC1 (stereo not given)	-3	-1.5	-2	-12	-2.7	1.3	-1.3	0.1	-1.3	0	-5
CCOC(=O)c1ccccc1N/C=C1\CCCCC1=O	-2	-0.9	-8	-1	-2.0	-0.3	0.3	0.3	1.9	-12	1
C=CCn1c(SCC(=O)c2c(N)n(C)c(=O)n(C)c2=O)nnc1-c1ccccc1F	-3	-1.4	3	-1	0.5	1.8	-0.1	0.8	-0.8	1	3
Cc1nc2ccccc2c2oc(C(=O)Nc3ccc4c(c3)OCCO4)cc12	-2	-1.3	16	6	3.4	0.7	-0.7	-1.4	-1.4	5	18
CC(=O)C1=C(O)C(=O)N(CCN(C)C)C1c1ccc(Cl)cc1 (stereo not given)	-2	-0.4	4	11	0.2	-3.2	0.4	-0.1	-1.4	-4	1
O=S(=O)(c1ccccc1)c1nc(-c2cccs2)oc1NCc1cccnc1	-1	-1.1	-5	-6	-0.9	-0.7	-0.3	-0.6	-0.1	-10	0
COc1ccc(-c2noc3c2-c2nc(-c4cccc(C)c4)sc2CC3)cc1	0	-0.3	-3	4	-0.1	-2.0	0.3	0.4	-1.7	0	-1
CN(C)CCNC(=O)c1cccc(-c2cnc3c(NC=O)cc(-c4ccc(S(C)(=O)=O)cc4)cn23)c1	-3	-0.3	-2	-94	1.9	-0.6	2.4	.	1.1	4	3
O=C(NC1CCCC1)c1ccc(CSc2nc3ccncc3n2Cc2ccc(F)cc2)cc1	-1	-1.5	-1	-10	-3.0	-1.7	-1.4	0.3	-0.5	2	-1
N#CC(c1ccccc1)N(CCCCl)C(=O)c1ccc(Br)cc1 (stereo not given)	-1	-1.1	-9	0	-3.5	0.9	-1.0	-0.4	-2.0	-3	-9
COc1cccc2sc(Nc3nc(C)c(C(C)=O)s3)nc12	-2	0.1	6	-75	5.3	3.1	1.9	-0.2	6.5*	0	22
O=C1C(NC(=O)N2c3ccccc3C=Cc3ccccc32)CCCCN1Cc1cccc(C(F)(F)F)c1 (stereo not given)	-1	-1.8	-1	14	-1.4	.	-1.0	.	0.0	-11	-5
COCCN(C(=O)COC(=O)c1ccccc1Cc1ccccc1)c1c(N)n(Cc2ccccc2)c(=O)[nH]c1=O	-2	-1.6	0	5	-0.5	-4.1	-1.7	-2.7	-1.4	-22	1
Cc1ccc(Cn2nc(C)cc2C(=O)Nc2ccccc2Cl)cc1	5	0.0	0	5	3.7	6.5	1.3	3.3	2.4	1	-8
CNC(=S)N(CCc1c(C)[nH]c2ccc(F)cc12)Cc1cccnc1	-3	-0.9	-4	-20	-1.3	3.3	0.6	0.4	1.1	10	-15
CCOc1ccc(C2NC(=S)NC3=C2CCc2ccccc23)cc1 (stereo not given)	-9	-1.1	2	-23	-0.1	0.0	-0.1	-1.4	0.0	7	1
CC1CCCN(S(=O)(=O)c2ccc3c(c2)CCN3C(=O)C2CCC2)C1 (stereo not given)	-2	-1.5	1	5	0.0	2.1	-0.4	-1.1	-0.4	-4	0
O=C(O)c1ccc(OCCn2ccnc2)cc1	0	-1.4	2	-9	0.8	-0.2	0.1	0.6	-1.8	5	6
Cc1cc([N+](=O)[O-])nn1CC(=O)N/N=C/c1ccccc1O	-3	-2.2	-5	-5	-0.8	-0.6	-0.1	0.5	-1.2	0	0
Cc1ccccc1CN1CCCCC(NC(=O)c2cccc(C#N)c2)C1=O (stereo not given)	-4	-1.0	-2	-1	-2.7	.	-1.4	.	-2.6	14	2
Cc1c(C)c2ccc(OC(C)C(=O)N3C[C@H]4C[C@@H](C3)c3cccc(=O)n3C4)c(C)c2oc1=O (stereo not given in full)	-1	-1.2	-5	-224	-4.8	0.7	-0.9	3.5	-0.4	16	-4
Cc1cccc(NC(=O)c2ccccn2)c1C	8.3*	-0.9	4	6	7.2	2.3	2.0	1.7	-1.6	0	1
Cc1ccccc1Sc1c(C#N)c(-c2ccccc2)nn1C	-2	-0.8	-3	9	-0.2	1.3	-1.0	0.2	-3.6	-7	0
Cc1sc2nc(SCC(=O)N(C)Cc3ccccc3)n(-c3ccccc3)c(=O)c2c1C	1	-1.1	8	-1	0.2	0.8	-0.2	-0.1	-0.5	4	6

Overlap with the part before: two entries, then new ones.
SMILES	SMARCA2 act	ssDAF12 agonist	NPR2 activator	ADAM10 inh	hgDAF12 agonist	GAA850 FXN act	DAX1 inh-1	DAX1 inh-2	hcDAF12 agonist	sPLA2-III inh	GC-A act
Cc1ccccc1Sc1c(C#N)c(-c2ccccc2)nn1C	-2	-0.8	-3	9	-0.2	1.3	-1.0	0.2	-3.6	-7	0
Cc1sc2nc(SCC(=O)N(C)Cc3ccccc3)n(-c3ccccc3)c(=O)c2c1C	1	-1.1	8	-1	0.2	0.8	-0.2	-0.1	-0.5	4	6
CCOc1ccc2nc(N3C(=O)/C(=C/c4ccc(Cl)cc4)NC3=S)sc2c1	0	-0.7	11	4	6.2	4.4	0.4	0.3	0.1	12	-5
COc1cc2c(cc1OC)CN(C1CCCN(Cc3cc(Cl)ccc3O)C1)CC2 (stereo not given)	-4	-1.0	2	-70	3.8	0.7	-0.3	1.7	-0.5	0	2
CCN(C(=O)COC(=O)c1ccc(C)c(S(=O)(=O)N2CCCCC2)c1)C1CCS(=O)(=O)C1 (stereo not given)	-1	-0.9	0	-7	0.9	-1.0	-0.9	-0.7	0.6	-4	-1
Cc1sc2nc(SCC(=O)N(CCO)CCO)nc(N)c2c1C	1	0.0	-1	-6	-1.4	1.2	-0.1	-0.7	0.1	13	3
CCC1CCCCN1S(=O)(=O)c1ccc([N+](=O)[O-])cc1 (stereo not given)	-3	-1.9	2	8	-0.7	1.3	-0.2	-1.2	-3.1	14	1
COc1ccc2c(c1)c(=O)oc1cc(OCC(=O)NC3CCCCC3)ccc12	1	-0.2	1	-105	0.4	-1.5	0.2	5.9*	1.9	10	-5
CCCCNC(C(=O)Nc1ccc([N+](=O)[O-])cc1Br)c1ccccc1 (stereo not given)	-3	-0.8	0	-10	-0.5	-0.8	-0.3	1.2	-1.2	7	-1
CC(=O)Nc1ccc(N2C(=O)CSC2c2cccc(Br)c2)cc1 (stereo not given)	1	-0.1	-3	2	-2.5	-1.0	0.0	-0.1	-0.8	-9	3
c1ccc(CN2CCC3(CC2)Nc2ccccc2S3)cc1	-2	0.1	-4	-2	1.3	-1.4	-0.4	-0.9	1.9	8	-8
C=CCN1C(=O)N(/C=C/C)c2cccc3cccc1c23	-2	-1.4	3	1	2.9	-0.3	-0.5	0.2	-0.6	9	-3
Cc1ccc(C)c(N2CC(C(=O)OCC(=O)Nc3cc(C)on3)CC2=O)c1 (stereo not given)	1	-1.0	2	8	2.3	-1.3	0.0	0.3	-0.6	-3	5
COc1ccc(CCN2C(=NC(=O)CCC(=O)O)SC3CS(=O)(=O)CC32)cc1 (stereo not given)	-1	-1.1	2	-7	1.4	0.3	0.0	-0.3	-2.1	-6	-5
COc1ccc(C(=O)NCc2ccncc2)cc1S(=O)(=O)NCc1ccc(Cl)cc1	-1	-1.5	5	-2	-1.5	1.0	1.1	-0.1	-1.5	-2	0
COc1ccccc1CN1CC(C(=O)NCCCCc2ccccn2)CCC1=O (stereo not given)	-2	-1.0	5	0	3.4	-0.4	0.3	-0.4	0.1	3	3
O=C(N/C(=C\c1ccco1)C(=O)N1CCCC(CO)C1)c1ccccc1 (stereo not given)	-2	-1.6	3	-4	0.5	1.1	-0.1	1.5	-1.6	-5	0
NC(=O)c1ccc(NC(=O)COC(=O)C2COc3ccccc3O2)cc1 (stereo not given)	1	-1.0	-1	-7	3.4	-2.7	-2.1	0.1	1.8	2	0
C=CCNC(=S)N/N=C(\C)c1ccccn1	-13	-2.8	7	-3	-9.7	-20	-4.5	-3.7	-3.8	-2	10
CCOC(=O)c1cn(-c2ccc(F)c(F)c2F)c2c(F)c(F)c(F)cc2c1=O	2	-0.3	8	-1	0.1	-3.7	-0.1	0.4	2.2	10	2
Cc1noc(NS(=O)(=O)c2ccc(NC(=O)COc3ccc(C#N)cc3)cc2)c1C	-1	-0.8	1	-4	0.8	-0.5	0.6	1.4	0.0	-11	1
O=C(COC(=O)c1cccc(NS(=O)(=O)c2ccc(F)c(F)c2)c1)NC(=O)NC1CCCC1	-2	-1.4	11	9	-0.8	0.4	-0.7	-0.8	-1.6	-51	-1
Cc1cc(NC(=O)CSc2nc(=O)n3cc(Cl)ccc3n2)no1	1	-0.1	-7	-7	0.8	0.4	0.6	0.5	0.0	-2	-1

Copied from the results shown, 2 compounds:
SMILES	SMARCA2 act	ssDAF12 agonist	NPR2 activator	ADAM10 inh	hgDAF12 agonist	GAA850 FXN act	DAX1 inh-1	DAX1 inh-2	hcDAF12 agonist	sPLA2-III inh	GC-A act
CCN(C(=O)COC(=O)c1ccc(C)c(S(=O)(=O)N2CCCCC2)c1)C1CCS(=O)(=O)C1 (stereo not given)	-1	-0.9	0	-7	0.9	-1.0	-0.9	-0.7	0.6	-4	-1
Cc1sc2nc(SCC(=O)N(CCO)CCO)nc(N)c2c1C	1	0.0	-1	-6	-1.4	1.2	-0.1	-0.7	0.1	13	3

Sorted by molecular weight (lowest first): some entries from above.
SMILES	SMARCA2 act	ssDAF12 agonist	NPR2 activator	ADAM10 inh	hgDAF12 agonist	GAA850 FXN act	DAX1 inh-1	DAX1 inh-2	hcDAF12 agonist	sPLA2-III inh	GC-A act
Cc1cc(NC(=O)CSc2nc(=O)n3cc(Cl)ccc3n2)no1	1	-0.1	-7	-7	0.8	0.4	0.6	0.5	0.0	-2	-1
COc1ccc2c(c1)c(=O)oc1cc(OCC(=O)NC3CCCCC3)ccc12	1	-0.2	1	-105	0.4	-1.5	0.2	5.9*	1.9	10	-5
CCCCNC(C(=O)Nc1ccc([N+](=O)[O-])cc1Br)c1ccccc1 (stereo not given)	-3	-0.8	0	-10	-0.5	-0.8	-0.3	1.2	-1.2	7	-1
